# Mito fusion act: mitochondrial division inhibition or fusion activation. S. cerevisiae fusion-defective mutant growth rescue, CellTiterGlo 48 h. Potency, µM (titrated, usually from 46.1 µM), for inactives: at the highest dose growth rescue (activation), most hits filed as activators. 320,000 compounds, 0.23% hits. AID 485298;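 also: potency is read from the fitted curve at half-maximal effect; % of control where 0% means no effect; nearly all actives have a fitted effect of over 45% in size; temperature-sensitive fusion mutants such as fzo1-1 at 37 °C on non-fermentable ethanol glycerol medium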
#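 Yeast fusion mutant, YPEG (non-fermentable carbon), compound, 48 h at 37C non-permissive; CellTiterGlo added, 10 min RT, luminescence read. Rescued growth = division inhibition.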
# PTAP TSG101 blk: blocks PTAP/TSG101 interaction to inhibit HIV-1 budding. Q99816. Fluorescence polarization, FITC-PTAP peptide / Tsg101 binding. Potency, µM (doses to about 115 µM), without a hit: top-dose activity change, negative = inhibition, usual class: inhibitors. 340,000 tested, under 10 active; active = well fitted inhibition curve with a large enough effect in the main read-out, with a control signal flat, not every such curve was filed as active; inconclusive = small, poorly fitted or top-dose-only effect, or effect the other way, or a change in a side signal; inactive = no such curve, though single readings can be large or run the other way; also: potency is read from the fitted curve at half-maximal effect; % of control where 0% means no effect
#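 Compounds were pin-transferred onto Tsg101 binding domain (10 uM final) in HEPES pH 7.5 buffer, then FITC-PTAP peptide was added at 50 nM final. After 20 min at RT, polarization reported peptide displacement across a qHTS concentration series.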
# BCR signal inh: blocks chronic active B-cell receptor signaling | ABC-DLBCL IkBa-CBG/CBR reporter, luminescence ratio, 4 h | Potency, µM (doses to about 46.1 µM), for the others: at the highest dose ratio change, negative = lower green/red ratio, actives largely listed as inhibitors | 340,000 compounds, 0.05% hits | AID 493014; active = well fitted inhibition curve with a large enough effect in the signal ratio, with a control signal flat, not every such curve was filed as active; inconclusive = small, poorly fitted or top-dose-only effect, or effect the other way, or a change in a side signal; the % refers to the signal ratio;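 also: potency is read from the fitted curve at half-maximal effect; plate controls were basal doxycycline-induced cells for no effect and cells given 10 µM MG132 for full effect; MG132 reads +100%, hits lower the ratio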
#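 Concentration-response series (up to 46 uM) were applied to TMD8 dual-reporter cells for 4 h at 37C with doxycycline. Green/red ratio, after filter-overlap correction, defined %Activity; red signal alone was normalised to basal cells and zero luminescence.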
# uPA surface inh: inhibitors of cell surface uPA generation; cell surface uPA generation assay, qHTS; Potency, µM (top dose mostly 38.3 µM), for inactives: at the highest dose activity change, negative = inhibition, actives largely listed as inhibitors; 330,000 compounds, 0.31% hits; AID 540303; active = well fitted inhibition curve with a large enough effect; inconclusive = small, poorly fitted or top-dose-only effect; inactive = no such curve, though single readings can be large or run the other way; tested in mouse RAW 264.7 cells; also: potency is read from the fitted curve at half-maximal effect; % is scaled to controls: 0 for no effect and ±100 for the full control effect; nearly all actives have a fitted effect of over 55% in size
# TCR act: T cell receptor activation; primary human leukocytes, anti-CD3, IL-2 HTRF, 48 h; Potency, µM (titrated, usually from 9.22 µM), inactives show at the highest dose activation of IL-2 secretion, hits mostly activators; 330,000 tested, under 10 active; AID 504894; also: % of control where 0% means no effect
#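 Using a-CD3 beads without co-stimulation, primary human leukocytes were exposed to compounds for 48 hr. An HTRF IL-2 kit measured the cytokine, with europium-to-d2 energy transfer producing emission at 665nm upon 320nm excitation.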
# TSHR antagonist: human thyrotropin receptor antagonism; P16473; TSHR-expressing cells, TSH-stimulated cAMP HTRF, 2 h; active compounds read low; activity change, negative = inhibition, % at 11.5 µM; 330,000 compounds, 0.2% hits;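 active = activity change below a set negative limit, meaning inhibition stronger than a set level, cut at about -70% in these data; inconclusive = activity change between two set negative limits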; also: % is scaled to controls: 0 for no effect and ±100 for the full control effect
#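 Freshly harvested TSHR cells receive pin-tooled compound, then EC80 TSH at 4nM final. After 2 hours at 37 deg C, antibody in lysis buffer and cAMP-d2 are added; 30 minutes at ambient temperature precede the HTRF read.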
# Tb PFK inh: inhibitors of T. brucei phosphofructokinase; Potency, µM (top dose mostly 57.5 µM), for inactives: at the highest dose activity, negative = inhibition, hits mostly inhibitors; AID 485367; 330,000 compounds, 0.17% hits; T. brucei PFK, ADP-Glo luminescence;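 also: potency is read from the fitted curve at half-maximal effect; 0% = uninhibited 1x PFK enzyme wells and -100% = no-enzyme wells; nearly all actives have a fitted effect of over 60% in size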
#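 Compounds were pin-transferred as a titration series up to 57 uM into substrate buffer (0.5 mM F6P, 0.1 mM ATP, pH 8.0), then 1.25 nM PFK was added and reactions ran 45 min before ADP-Glo detection.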
# B2AR arrestin: beta2AR (human) beta-arrestin recruitment activity; Potency, µM (highest dose often 46.1 µM), for inactives: at the highest dose activation, most hits filed as activators; beta-arrestin recruitment to beta2AR, cell-based reporter; 330,000 compounds, 0.02% hits; P07550;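 also: potency is read from the fitted curve at half-maximal effect; 0% = DMSO controls and full agonism = EC100 isoproterenol or metaproterenol; nearly all actives have a fitted effect of over 65% in size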
# ELG1 repair inh: ELG1-dependent DNA repair inhibition; Potency, µM (top dose mostly 46.1 µM), for the others: at the top dose activity change, negative = inhibition, usual class: inhibitors; 330,000 compounds, 2.3% hits; HEK293T ELG1-luciferase reporter, luminescence, 16 h; DNA damage induced by 5-fluorouridine; also: potency is read from the fitted curve at half-maximal effect; % is scaled to controls: 0 for no effect and ±100 for the full control effect; nearly all actives have a fitted effect of over 55% in size
#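 Cells (2,000 per well) received 5-fluorouridine plus test compound or DMSO and were incubated 16 hr at 37 °C, 5% CO2. Luciferase activity was read by luminescence 30 min after ONE-Glo addition; signal suppression marked inhibition of damage-induced ELG1 function.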
# Eya2 inh: blocks the phosphatase activity of human Eya2 | Potency, µM (doses to about 76.9 µM), without a hit: at the highest dose activity, negative = inhibition, usual class: inhibitors | 330,000 compounds, 0.006% hits | recombinant Eya2, OMFP fluorescence dephosphorylation (OMFP is methylfluorescein phosphate); also: potency is read from the fitted curve at half-maximal effect; % is scaled to controls: 0 for no effect and ±100 for the full control effect
# Target sequence (O00167 whole entry, looked up): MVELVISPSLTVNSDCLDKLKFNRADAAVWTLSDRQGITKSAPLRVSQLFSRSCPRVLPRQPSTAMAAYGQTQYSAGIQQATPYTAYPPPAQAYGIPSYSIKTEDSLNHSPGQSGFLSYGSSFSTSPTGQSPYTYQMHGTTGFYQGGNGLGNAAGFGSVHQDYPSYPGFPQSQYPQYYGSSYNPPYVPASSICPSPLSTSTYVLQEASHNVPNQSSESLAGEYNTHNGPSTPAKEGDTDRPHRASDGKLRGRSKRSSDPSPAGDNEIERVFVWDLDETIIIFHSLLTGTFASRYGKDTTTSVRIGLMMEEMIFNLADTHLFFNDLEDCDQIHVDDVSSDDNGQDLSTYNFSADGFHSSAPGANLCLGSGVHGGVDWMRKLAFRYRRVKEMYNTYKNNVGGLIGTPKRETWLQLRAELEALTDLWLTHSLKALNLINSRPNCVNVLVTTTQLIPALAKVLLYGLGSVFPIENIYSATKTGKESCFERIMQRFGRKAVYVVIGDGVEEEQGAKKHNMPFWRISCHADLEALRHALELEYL
#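 Eya2 (0.2 uM) preincubated 10 min at ambient with compound, then OMFP substrate added at 50 uM; 10 min reaction in 50 mM HEPES pH 7.5, 50 mM NaCl, 5 uM MgCl2, 0.05% BSA, 1 mM DTT. Fluorescence read at Ex 485/Em 525 nm.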
# USP2a block: USP2a (human) protease inhibition; USP2 core, Ub-CHOP2 coupled fluorogenic reporter, 485/531; Potency, µM (top dose mostly 38.3 µM), for inactives: at the highest dose activity change, negative = inhibition, usual class: inhibitors; 330,000 compounds, 0.01% hits; AID 463254;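 also: potency is read from the fitted curve at half-maximal effect; plate controls were DMSO wells for no effect and full inhibition by NEM control for full effect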
# Target sequence (O75604 whole entry, looked up): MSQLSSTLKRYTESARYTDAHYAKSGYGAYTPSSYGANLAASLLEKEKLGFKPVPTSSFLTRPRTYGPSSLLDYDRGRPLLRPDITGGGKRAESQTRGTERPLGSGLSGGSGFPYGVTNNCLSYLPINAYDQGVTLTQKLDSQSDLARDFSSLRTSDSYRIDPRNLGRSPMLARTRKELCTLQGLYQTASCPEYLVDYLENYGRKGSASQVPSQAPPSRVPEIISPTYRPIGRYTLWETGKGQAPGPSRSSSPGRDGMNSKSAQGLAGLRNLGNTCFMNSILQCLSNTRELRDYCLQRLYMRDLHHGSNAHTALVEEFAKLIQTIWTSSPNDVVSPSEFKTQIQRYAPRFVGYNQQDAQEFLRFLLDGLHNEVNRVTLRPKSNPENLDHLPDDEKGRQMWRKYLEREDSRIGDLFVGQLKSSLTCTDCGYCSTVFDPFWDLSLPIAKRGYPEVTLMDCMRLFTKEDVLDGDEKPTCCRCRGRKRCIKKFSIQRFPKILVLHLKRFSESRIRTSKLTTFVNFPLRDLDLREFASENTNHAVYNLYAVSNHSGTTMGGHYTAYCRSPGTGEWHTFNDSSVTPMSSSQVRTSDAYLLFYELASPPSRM
#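 USP2 core (10nM final) preincubated 30min RT with compound in 20mM Tris-HCl pH 8.0, 2mM CaCl2, 2mM beta-mercaptoethanol, 0.05% CHAPS; 25nM Ub-CHOP2 plus 25nM reporter substrate added, fluorescence (Ex485/Em531) read after 60min.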
# Numbers without * were called inactive; ? = inconclusive; . = not tested or not shown; & = joins results of further samples; [ ] = dose if it differs, or a comment. Unless noted, calls follow the shape of the dose curve; as a rule, active = well fitted curve in the direction sought with a large enough effect; inconclusive = small, poorly fitted or top-dose-only effect, or another doubt; inactive = no such curve, though single readings can be large; an effect the other way counts as inactive or inconclusive. Random draw from the library; overall some 3% were active at least once.
SMILES,Mito fusion act,PTAP TSG101 blk,BCR signal inh,uPA surface inh,TCR act,TSHR antagonist,Tb PFK inh,B2AR arrestin,ELG1 repair inh,Eya2 inh,USP2a block
COC(=O)CSc1[nH]c2ccc(F)cc2c1[N+](=O)[O-],-9%,-18%,-8%,-8%,-13%,-28,-16%,-0.4%,17%,0%,-1%
COc1ccc(-c2nn(-c3ccccc3)cc2/C=N/NS(=O)(=O)c2ccccc2)cc1,-1%,0%,?,1%,1%,-13,1%,0.3%,?,8%,0%
CCc1cc2cccc(C)c2nc1SCC(=O)c1ccc(NC(C)=O)cc1,0%,0%,-1%,11%,1%,-6,0%,-0.2%,0%,-19%,1%
CC(=O)Nc1ccc(NC(=O)C(C)Oc2ccc(Cl)cc2Cl)cc1 (configuration not stated),16%,-8%,-14%,7%,0%,-2,0%,0.0%,9%,-5%,0%
COc1ccc(/C=C(/C(=O)c2ccc(Cl)cc2Cl)n2cncn2)cc1,2%,-18%,?,-6%,-8%,11,28%,-0.3%,-8%,-4%,0%
O=C(NCc1ccccc1)c1ccc(NC(=O)C2CCCO2)cc1 (configuration not stated),0%,-2%,4%,4%,-5%,3,-1%,0.3%,10%,7%,1%
COc1ccc(/C=N/NC(=O)c2cccc(NC(C)=O)c2)c(OC)c1,28%,2%,?,4%,0%,20,0%,0.1%,4%,4%,-10%
COc1cccc2c1OCC/C2=N\NC(=O)COc1ccc(C)cc1,.,-1%,?,0%,6%[46.1 µM],10,-3%,0.4%,14%,10%,3%
CC(C)c1ccc(CNc2ccc([N+](=O)[O-])cn2)cc1,-2%,-3%,?,2%,-30%,-18,-3%,0.0%,?,-14%,0%
Cc1cc(C)c2c(-n3cccc3)c(NC(=O)OC(C)C)sc2n1,2%,-1%,?,-3%,8%,-20,-1%,-1.1%,?,4%,1%
CCn1c(C2CC(=O)N(Cc3ccccc3)C2)nc2ccccc21 (configuration not stated),-7%,0%,0%,11%,-3%,8,3%,0.0%,0%,11%,-5%
COc1cccc(C(=O)Nc2ccc(NC(=O)c3ccco3)nc2)c1,-2%,30%[activator],0%,-9%,-4%,-3,3%,-0.7%,?,3%,2%
CNC(=O)[C@H]1O[C@@H](n2cnc3c(NCc4cccc(I)c4)ncnc32)[C@H](O)[C@@H]1O,-11%&-11%,-4%,?,4%,5%,-7&7,-25%,0.0%,?,7%&15%,2%
O=C1ON=C(c2ccccc2)/C1=C\c1ccco1,-4%,-6%,16%,17%,2%,-5,3%,0.0%,?,30%,0%
Cc1csc(NC(=O)/C=C/c2ccco2)n1,3%,3%,?,-4%,7%[46.1 µM],5,0%,-0.8%,?,-1%,3%
O=S(=O)(Nc1ccc2c(c1)OCO2)c1ccc(Br)s1,?,-8%,-12%,-6%,-2%,1,8%,-0.5%,0%,-9%,-1%
CCN(CC(=O)Nc1ccc(NC(C)=O)cc1)C(=O)c1cc(S(=O)(=O)N2CCCCCC2)ccc1OC,-7%,-5%,15%,4%,0%,0,0%,0.0%,?,-16%,3%
CCC(C(=O)OCC(=O)N(CCOC)c1c(N)n(Cc2ccccc2)c(=O)[nH]c1=O)c1ccccc1 (configuration not stated),-2%,-4%,4%,6%,8%,17,10%,0.3%,2%,-9%,1%
CC(C)CN(CC(C)C)S(=O)(=O)N1CCC(C(=O)NCCN2CCOCC2)CC1,-1%,-7%,-3%,-5%,1%,-2,2%,-0.6%,-9%,0%,0%
CCOC(=O)c1ccc2ncc(C(=O)OCC)c(Nc3ccc(N4CCOCC4)cc3)c2c1,?,-1%,-9%,2%,-52%[inhibitor][46.1 µM],-5,0%,-0.2%,10µM*,-8%,2%
CS(=O)(=O)N(CC(=O)Nc1cc(Cl)ccc1Cl)c1ccccc1Cl,-1%,-3%,-7%,4%,-1%,-6,-9%,-0.1%,-10%,-6%,-1%
Cc1ccc(S(=O)(=O)N2CCC(C(=O)Nc3cc(C(F)(F)F)ccc3N3CCOCC3)CC2)cc1C,-1%,-3%,-2%,1%,-2%,2,-3%,0.3%,0%,-12%,1%
COc1ccc(-n2nc(C(=O)NCC(=O)NCc3ccccc3OC)c3ccccc3c2=O)c(OC)c1,2%,-4%,-9%,-3%,2%,-1,1%,-0.2%,-16%,-12%,2%
O=C(Cn1cnc2c(cnn2-c2ccccc2Cl)c1=O)N1CCc2ccccc21,2%,-2%,0%,.,4%,-1,-1%,0.4%,6%,17%,0%
O=C(O)c1cccc(Sc2ccc(Br)cc2C(=O)O)c1,-9%,-3%,-1%,6%,3%,15,14%,-0.2%,23%,-19%,1%
CN(C)S(=O)(=O)c1cccc(NC(=O)c2ccc(N3CCOCC3)c([N+](=O)[O-])c2)c1,2%,-3%,2%,-5%,-6%[46.1 µM],-1,-5%,-2.0%,18µM*,-2%,-3%
Cc1ccc(S(=O)(=O)NC(=O)c2cc(C)n(CCCn3ccnc3)c2C)cc1,2%,-2%,6%,2%,1%,7,4%,-0.1%,1%,12%,0%
CC(C)NC(=O)N(C)C[C@@H]1Oc2c(NS(=O)(=O)c3ccccc3)cccc2C(=O)N([C@@H](C)CO)C[C@@H]1C,.,1%,0%,1%,-1%,-1,2%,0.3%,0%,7%,3%
Cc1occc1-c1nnc(SCC(=O)N2CCOCC2)n1CC(C)C,-1%,-8%,?,4%,-1%[46.1 µM],4,-7%,-0.8%,-2%,1%,1%
CCC(Sc1ccc2nnc(-c3ccc(OC)c(OC)c3)n2n1)C(=O)O (configuration not stated),-1%,1%,11%,.,-1%,13,1%,0.0%,16%,0%,-4%
O=C(c1ccco1)N1CCN(C(=O)c2cnn(-c3cccc(F)c3)c2C2CCNCC2)CC1,3%,-6%,-5%,6%,-8%,6,-2%,-0.1%,30%,4%,4%
COc1ccc(OC)c(NC(=O)CCN2CCN(C/C=C/c3ccccc3)CC2)c1,1%,-4%,7%,-40%,0%,9,2%,5.3%,-17%,12%,-1%
CN(C(=O)c1cn2ccccc2n1)c1c(N)n(Cc2ccccc2)c(=O)[nH]c1=O,-6%,-1%,-1%,13%,11%,4,-2%,0.3%,17%,0%,0%
CCc1cccc(NC(=O)CN2C(=O)NC3(CCCCCCC3)C2=O)c1,0%,-1%,0%,-19%,.,-11,5%,0.5%,6%,-1%,1%
O=C(CSC(=S)N1CCCC1)N1CCN(S(=O)(=O)c2cccc(F)c2)CC1,0%,4%,-2%,2%,1%,-5,-3%,-0.2%,1%,25%,1%
CC1(c2ccccc2)NC(=O)N(CC(=O)Nc2ccccc2C(=O)NC2CC2)C1=O (configuration not stated),0%,-3%,6%,-4%,-9%,8,1%,0.4%,17%,10%,-2%
Cc1nc2ccccc2c(=O)n1NC(=O)c1ccc([N+](=O)[O-])cc1,-2%,3%,1%,4%,-3%,0,-3%,0.1%,9%,-4%,2%
Cc1[nH]c2ccc(C(=O)NCCCN3CCCCC3)cc2c1C,-8%,-2%,-4%,-20%,-1%,-2,5%,0.2%,3%,-3%,3%
Cc1cc(C)n(S(=O)(=O)c2ccc(Cl)c(Cl)c2Cl)n1,9%,-11%,13%,-3%,.,-13,-13%,-1.9%,1%,12%,1%
c1ccc2[nH]c(SCc3cn4ccccc4n3)nc2c1,3%,-5%,-10%,3%,-5%,-3,-4%,-0.1%,0%,10%,0%
CN(C(=O)CSc1ncnc2sccc12)c1c(N)n(Cc2ccccc2)c(=O)[nH]c1=O,2%,-3%,-7%,23%,-2%,1,-1%,-1.0%,-8%,6%,1%
CCCCn1c(N)c(N(CC)C(=O)CCc2ccccc2)c(=O)[nH]c1=O,-2%,-1%,3%,10%,-4%[46.1 µM],9,4%,-0.2%,?,8%,1%
Cc1ccc(S(=O)(=O)Nc2ccccc2C(=O)NCC2CCCO2)cc1 (configuration not stated),-1%,-1%,2%,-2%,7%,-1,-11%,0.2%,1%,16%,1%
Cc1ccc(C(=O)NCCc2nnc3ccc(SCC(=O)Nc4c(C)cc(C)cc4C)nn23)cc1,-3%,1%,8%,-1%,3%[46.1 µM],0,3%,0.1%,?,2%,0%

# Screening data: PubChem BioAssay, National Center for Advancing Translational Sciences (NCATS)
